# FBPA Giardia inh: qHTS Assay for Inhibitors of Fructose-1,6-bisphosphate Aldolase from Giardia Lamblia. purified Giardia FBPA. Potency, µM (top dose mostly 59.6 µM), for inactives: top-dose activity, negative = inhibition, usual class: inhibitors. 0.71% of 290,000 active. AID 2451, 2010; note: potency is the fitted concentration of half-maximal effect; nearly all actives have a fitted effect of over 55% in size
# Target sequence (A8B2U2 whole entry, looked up): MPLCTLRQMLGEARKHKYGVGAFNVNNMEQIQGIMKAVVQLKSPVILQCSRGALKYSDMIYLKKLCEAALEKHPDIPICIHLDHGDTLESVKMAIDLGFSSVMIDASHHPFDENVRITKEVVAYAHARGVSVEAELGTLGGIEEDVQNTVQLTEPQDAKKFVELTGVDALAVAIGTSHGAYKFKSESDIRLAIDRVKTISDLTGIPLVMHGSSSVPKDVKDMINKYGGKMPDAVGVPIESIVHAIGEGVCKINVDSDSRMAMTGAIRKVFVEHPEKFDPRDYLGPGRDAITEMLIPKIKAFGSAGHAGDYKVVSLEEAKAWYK
#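 Giardia FBPA (40 nM reagent) was preincubated 10 min at RT with compound (up to 57.5 uM final), then substrate plus GAPDH/TPI/NAD/arsenate coupling system with diaphorase/resazurin was added; resorufin fluorescence (525/598 nm) was read after 20 min.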
# HCV inh: qHTS Assay for Inhibitors of Hepatitis C Virus (HCV). 3.4% of 340,000 active. Huh7.5.1 HCVcc-Cre infection, luciferase reporter, 44 h. Potency, µM (titrated, usually from 41.8 µM), for the others: top-dose activity change, negative = inhibition, usual class: inhibitors; note: potency is the fitted concentration of half-maximal effect
#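 Infectious HCVcc-Cre (~0.5 moi) was added to cells just after compound, with cells seeded 4 h earlier at 1,000 per well. Luciferase activity after 44 h culture reported infection; substrate was incubated 15 min at room temperature before reading.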
# AmpC detergent: qHTS Inhibitors of AmpC Beta-Lactamase (assay with detergent) | AmpC hydrolysis of nitrocefin, absorbance 480 nm, 0.01% Triton | Potency, µM (top dose mostly 114 µM), inactives show top-dose activity change, negative = inhibition, usual class: inhibitors | P00811 | AID 485294, 2010 | 0.041% of 370,000 active;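 note: potency is the fitted concentration of half-maximal effect; 0% = no-compound wells and -100% = no-enzyme wells; nearly all actives have a fitted effect of over 25% in size; some results filed as inactive show a strong effect at the top dose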
# Target sequence (P00811 whole entry, looked up): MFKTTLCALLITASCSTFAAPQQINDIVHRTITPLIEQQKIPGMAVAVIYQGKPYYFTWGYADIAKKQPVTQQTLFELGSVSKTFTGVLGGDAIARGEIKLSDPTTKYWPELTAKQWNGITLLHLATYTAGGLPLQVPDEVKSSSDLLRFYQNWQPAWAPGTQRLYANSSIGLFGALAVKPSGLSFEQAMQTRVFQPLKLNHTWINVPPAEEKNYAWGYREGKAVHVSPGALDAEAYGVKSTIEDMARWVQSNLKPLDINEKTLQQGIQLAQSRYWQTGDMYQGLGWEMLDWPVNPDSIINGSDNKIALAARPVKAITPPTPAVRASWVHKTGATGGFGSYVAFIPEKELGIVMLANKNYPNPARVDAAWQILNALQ
#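 20 mM phosphate pH 7.0 + 0.01% (detergent screen) or 0.0001% Triton X-100; 5.3 nM AmpC reagent; cpd preinc 15 min RT; nitrocefin (800 uM stock) to start; A480 q20 s × 4 min; Activity was normalised to no-enzyme and no-compound control wells.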
# Sm TGR block: qHTS Assay for the Inhibitors of Schistosoma Mansoni Peroxiredoxins; Schistosoma mansoni thioredoxin glutathione reductase (TGR), Q962Y6; purified TGR, DTNB reduction, TNB absorbance 405 nm; AID 485364, 2010; 3% of 360,000 active; Potency, µM (top dose mostly 114 µM), for the others: top-dose activity change, negative = inhibition, hits mostly inhibitors; note: potency is the fitted concentration of half-maximal effect; nearly all actives have a fitted effect of over 60% in size
#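 First, TGR (20 nM dispensed) and NADPH were mixed with compound. Second, a 15 min room-temperature incubation followed. Third, further NADPH and then DTNB were added to start the reaction. Finally, TNB absorbance was monitored kinetically.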
# HCMV antiviral: qHTS Assay for inhibitors of the human cytomegalovirus (HCMV); HFF cells, HCMV-luciferase reporter, 72 h; hits give low values; activity change, negative = inhibition, % at 57.5 µM; 4.5% of 410,000 active; AID 1259415, 2018; in the data active = activity change below about -60%; inconclusive = no clear call, values can overlap the other calls; inactive = above about -39%
#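 Two-dose cell screen: HFF monolayers treated with compounds and infected with luciferase-expressing HCMV at 1 PFU/cell, 72 h at 37C, then lysed for luciferase measurement.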
# AmpC no deterg: qHTS Inhibitors of AmpC Beta-Lactamase (assay without detergent). AmpC nitrocefin hydrolysis, absorbance 480 nm, 0.0001% Triton. Potency, µM (titrated, usually from 57.1 µM), inactives show at the highest dose activity change, negative = inhibition, most hits filed as inhibitors. P00811. AID 485341, 2010. 0.52% of 330,000 active;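 note: potency is the fitted concentration of half-maximal effect; plate controls were no compound for no effect and no enzyme for full effect; nearly all actives have a fitted effect of over 20% in size; some results filed as inactive show a strong effect at the top dose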
#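 AmpC (5.3 nM in the dispensed reagent) in 20 mM phosphate pH 7.0 with 0.01% (detergent screen) or 0.0001% Triton X-100 was preincubated with compounds for 15 min at room temperature. Nitrocefin was then added from an 800 uM solution, and hydrolysis was followed at 480 nm.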
# Numbers without * were called inactive; ? = inconclusive; / = no result given; + = active, no number; & = joins results of further samples; [ ] = another dose, or the depositor's remark. Unless noted, calls come from the whole dose curve; as a rule, active = well fitted curve in the direction sought with a large enough effect; inconclusive = small, poorly fitted or top-dose-only effect, or another doubt; inactive = no such curve, though single readings can be large; an effect the other way counts as inactive or inconclusive. Unless noted, % is set by controls: 0 for no effect and ±100 for the full control effect. No enrichment for hits, and some 9.9% of all compounds hit somewhere here.
structure	FBPA Giardia inh	HCV inh	AmpC detergent	Sm TGR block	HCMV antiviral	AmpC no deterg
Cn1c(=O)cc(Nc2ccccc2)[nH]c1=O	-10.6%	-14.4%	2.7%	6.8%	-19.4	-4.3%
COc1cc(-n2c(=O)c3ccccc3n(CC(=O)c3ccccc3)c2=O)cc(OC)c1OC	0.5%	6.4%	2.2%	11.4%	0.0	-8.1%
COc1ccc(C2CC(c3ccc(Br)cc3)=NN2C(=O)CSC2=NN3CCCC(=O)N=C3S2)cc1 (centres undefined)	-10.6%	20.6%	-10.8%	-19.5%	/	-42.1%
CS(=O)(=O)NNC(=O)c1csc(Cc2c(Cl)sc3ccc(Cl)cc23)n1	2.0%	-9.9%	5.8%	2.3%	-2.7	-27.8%
CCOC(=O)N1CCN(Cc2nc(N)nc(Nc3ccc(C)cc3)n2)CC1	-7.0%	1.0%	?	37.0%[activator]	33.3	-3.5%
Cc1nnc(NC(=O)c2ccc(S(=O)(=O)N3CCCCC3C)cc2)o1 (centres undefined)	?	1.2%	-8.1%	8.3%	25.1	-17.2%
O=C(Nc1ccc(OC(F)(F)F)cc1)c1cnccn1	3.2%	-20.8%	-0.7%	5.4%	62.5	7.0%
CCOc1ccc(OCC)c(NC(=O)C2COc3ccccc3O2)c1 (centres undefined)	-2.8%	?	3.5%	12.3%	-8.7	-7.1%
CCOC(=O)C1CCCN(C(=O)c2ccc(C)c(NC(=O)C3=C(C)OCCS3)c2)C1 (centres undefined)	/	-21.0%	-1.5%	1.8%	-19.2	26.0%
O=C(Oc1ccc(F)cc1)c1cccnc1	8.4%	1.9%	-4.4%	28.4%	-3.9	-9.8%
Cc1cccc(C(=O)NNC(=O)c2cccc([N+](=O)[O-])c2)c1	2.3%	0.6%	7.2%	5.1%	-29.2	-30.8%
Cc1ccc(-n2nc(C)c3c(C)c(CCC(=O)NCc4ccco4)c(C)nc32)cc1	0.5%	1.6%	?	0.0%	-20.9	0.9%
Cc1cc2nc3n(c2cc1C)CC1CC(C(=O)NCc2ccccc2)N(C)C31 (centres undefined)	/	3.3%	-13.7%	-11.8%	24.2	-2.9%
CC(C)c1[nH]nc2c1C1(CCN(Cc3ccccc3)CC1)C(C#N)=C(N)O2	-13.9%	-1.6%	-3.3%	-19.2%	-20.3	-19.1%
CN(c1ccccc1)S(=O)(=O)c1ccc(Cl)c(C(=O)NCCc2c[nH]c3ccccc23)c1	-1.4%	?	-4.8%	0.8%	-10.6	-42.4%
Cc1c(C(=O)N2CCCC2)c(S(=O)(=O)NCCc2ccccc2)c(C)n1C	3.2%	15.7%	4.0%	-2.3%	-17.1	2.2%
COCCN(Cc1cc2cc3c(cc2nc1Cl)OCO3)C(C)=O	-7.9%	-8.9%	-3.8%	5.1%	-25.1	6.0%
Cc1ccc(NC(=O)NC2=NN(c3ccccc3)C(=O)/C2=C2/CCCN2C)cc1	-5.8%	17.4%	4.3%	10.7%	-38.7	179.9%[activator]
CCc1nc2cc(Cl)c(Cl)cc2nc1CC	3.5%	1.0%	-4.5%	1.2%	16.3	-18.5%
CCc1c(C(=O)N/N=C/c2ccsc2)csc1C	-9.2%	-6.5%	?	4.1%	9.4	-20.5%
Cn1c(O)c(N=NC(=O)Cn2ccc(C(F)(F)F)n2)c2ccccc21	5.2%	-2.8%	-1.5%	-11.4%	-15.3	14.5%
COc1ccc(CNC(=O)C2CCC(=O)N(CCCN3CCCC3=O)C2)c(OC)c1 (centres undefined)	/	17.8%	-11.1%	-1.6%	2.3	-4.7%
CCCN(CC(=O)Nc1ccccc1OC)C(=O)C1CCCC1	/	21.3%	0.0%	1.3%	-30.6	-3.1%
Cc1cc(C(=O)O)cc(S(=O)(=O)Nc2ccccc2C(=O)NC2CC2)c1C	/	10.4%	0.0%	1.9%	-8.5	-21.4%
Cc1ccccc1NC(=O)CCc1nnc2ccc(N3CCC4(CC3)OCCO4)nn12	/	4.2%	-7.0%	-8.7%	0.0	19.5%
O=C(CSc1nc(-c2ccc(F)cc2)cs1)NCCN1C(=O)CSC1=O	0.1%	?	3.9%	3.9%	22.1	-26.3%
CC(C)N(CCNC(=O)C1CCCN(c2ncnc3c2nc2n3CCCCC2)C1)Cc1ccccc1 (centres undefined)	4.8%	-4.1%	-0.8%	-0.2%	-36.2	123.1%[activator]
CCOc1cc(S(=O)(=O)Nc2ccc(CC)cc2)ccc1Cl	-5.3%	-1.4%	2.3%	-3.2%	-9.5	24.1%
COc1ccc(C(C(=O)NCC2CCCO2)N(C(=O)CNC(=O)c2cccs2)c2ccccc2C)cc1OC (centres undefined)	-0.2%	-6.6%	-2.2%	2.3%[57.1 µM]	-33.9	100.1%[activator]
CC(=O)C1=C(O)CC(C)(C)CC1=NCc1nc2ccccc2[nH]1	1.4%	-1.3%	1.2%	0.2%	-22.5	-16.0%
CC(C)Nc1ccc(C(CC(N)=O)NC(=O)Cc2ccc(Cl)cc2)cc1[N+](=O)[O-] (centres undefined)	0.3%	17.7%	2.9%	8.2%	-13.3	31.8%
COc1ccc(C2OCC3(CO2)SC(N)=NC3=O)cc1 (centres undefined)	2.5%	9.0%	2.0%	13.7%	66.9	-2.0%
CNC(=O)c1cccc(-n2c(C)nc3cccnc32)c1C	/	/	18.5%	-0.7%	+	/
O=C(CN1CCOCC1)Nc1ccc(C2CCCCC2)cc1	-0.9%	8.7%	?	3.5%	87.6	78.9%[activator]
CCOC(=O)Cc1csc(NC(=O)CN(C)S(=O)(=O)c2ccc3c(c2)CCC(=O)N3)n1	2.2%	21.7%	?	-1.3%	14.5	-9.2%
COc1ccc(NC(=O)CCc2c(C)nn(-c3ccc(N4CCOCC4)nn3)c2C)cc1Cl	/	/	21.8%	-3.4%	67.4	/
c1ccc(C2=Nn3c(nnc3-c3ccccn3)SC2)cc1	1.4%	5.0%	-2.1%	?	-26.4	-9.1%
CCN(CC(=O)NC(C)(C)C)Cc1nc2c(Br)cc(Br)cc2c(=O)[nH]1	2.9%	?	1.8%	2.7%	0.0	50.6%
CC(=O)Nc1ccc(NC(=O)c2c(C)nn(Cc3ccccc3Cl)c2C)cc1	20.3%	9.6%	?	-9.4%	-13.2	4.4%
O=C(CSc1ncnc2ccccc12)Nc1ccc2c(c1)OCCO2	-1.5%	?	-4.1%	-3.3%	-6.0	?
O=C(Nc1cc(=O)c2ccccc2o1)N1CCOCC1	1.1%	3.1%	?	0.5%	9.3	4.1%
O=C(Nc1cccc2c1CCCC2)c1ccccc1Br	6.2%	?	-4.5%	5.7%	-1.8	-6.5%
O=C(CCc1nc2cccnc2n1Cc1ccccc1)NCc1cccc(Cl)c1	/	/	-3.1%	-3.6%	-17.4	/
Cc1c(Br)ccc(NC(=O)Cn2nc(-c3cccs3)ccc2=O)c1C	-9.2%	?	0.1%	-1.3%	14.1	9.6%
OC1(c2cccnc2)CCN(Cc2nnnn2Cc2ccccc2)CC1	4.7%	?	0.8%	-7.7%	18.5	-12.1%
CCC1COC(c2cccn2Cc2ccccc2Cl)=N1 (centres undefined)	4.6%	0.6%	-3.4%	4.7%	-5.9	-4.8%
CCc1nc(Sc2nnnn2-c2ccccc2)c2c3c(sc2n1)CCCC3	7.0%	?	?	5.3%	-16.8	-16.3%
COc1cc(C(=O)OCCNC(=O)c2ccccc2)cc(OC)c1OC	-2.7%	-28.8%	-16.5%	0.0%	35.8	-20.5%
CC12CCC(c3n[nH]c(=S)nc31)C2(C)C (centres undefined)	-27.4%	5.8%	-11.2%	-0.8%	?	-6.9%
CCOC(=O)N1CCN(C(=O)CN(Cc2ccccc2)S(=O)(=O)c2ccc(OC)c(C)c2)CC1	1.8%	12.9%&4.6%	?	2.9%	10.9	281.6%[activator]
COc1cc(C)ccc1OCc1cc(C(=O)N2CCCCCC2)no1	8.7%	12.2%	?	-11.3%	65.7	96.2%[activator]
N#Cc1cccc(N=Cc2c(O)ccc3ccccc23)c1	-29.1%	-25.4%	-10.2%	-33.2%	-61.1*	-26.3%
COc1cc(/C=N\NC(=O)c2c(C)nc3cc(C)ccn23)ccc1O	-9.0%	1.7%	-1.8%	-7.0%[57.1 µM]	-31.3	-3.0%
Cc1cc(C(=O)Nc2ccc(C(=O)O)cc2)c(C)o1	3.1%	15.6%	-2.4%	4.2%	-27.8	-17.5%
COc1cccc(CN2CCNC(=O)C2CC(=O)NCCCC2CCCC2)c1OC (centres undefined)	-1.8%	/	-11.0%	-33.0%	12.3	123.8%[activator]
Cn1cc([N+](=O)[O-])c(C(=O)N2CCCCCC2)n1	/	9.6%	-7.5%	?	-30.3	-11.7%
CCOc1ccccc1N1CCN(CC(=O)Nc2ccccc2C(=O)NC2CC2)CC1	/	?	-4.6%	0.6%	-10.6	28.8%
COc1ccc(C(=O)N/N=C(\C)CC(=O)Nc2ccc(N(C)C)cc2)c(OC)c1	6.3%	-16.0%	?	-30.0%	-16.8	63.3%[activator]

# Structural class, the compounds so far containing a thiophene ring, fused or not.
structure	FBPA Giardia inh	HCV inh	AmpC detergent	Sm TGR block	HCMV antiviral	AmpC no deterg
CS(=O)(=O)NNC(=O)c1csc(Cc2c(Cl)sc3ccc(Cl)cc23)n1	2.0%	-9.9%	5.8%	2.3%	-2.7	-27.8%
CCc1c(C(=O)N/N=C/c2ccsc2)csc1C	-9.2%	-6.5%	?	4.1%	9.4	-20.5%
COc1ccc(C(C(=O)NCC2CCCO2)N(C(=O)CNC(=O)c2cccs2)c2ccccc2C)cc1OC (centres undefined)	-0.2%	-6.6%	-2.2%	2.3%[57.1 µM]	-33.9	100.1%[activator]
Cc1c(Br)ccc(NC(=O)Cn2nc(-c3cccs3)ccc2=O)c1C	-9.2%	?	0.1%	-1.3%	14.1	9.6%
CCc1nc(Sc2nnnn2-c2ccccc2)c2c3c(sc2n1)CCCC3	7.0%	?	?	5.3%	-16.8	-16.3%

# Whole records, looked up by structure. Order of screens: FBPA Giardia inh | HCV inh | AmpC detergent | Sm TGR block | HCMV antiviral | AmpC no deterg
# Results for COc1cc(C(=O)OCCNC(=O)c2ccccc2)cc(OC)c1OC → -2.7% | -28.8% | -16.5% | 0.0% | 35.8 | -20.5%
# Results for CCc1nc(Sc2nnnn2-c2ccccc2)c2c3c(sc2n1)CCCC3 → 7.0% | ? | ? | 5.3% | -16.8 | -16.3%

# Screens: PubChem BioAssay, National Center for Advancing Translational Sciences (NCATS)
